Screening data: PubChem BioAssay, Sanford-Burnham Center for Chemical Genomics
APOBEC3A inh = blocks human APOBEC3A ssDNA deamination; P31941; recombinant A3A, FAM/TAMRA ssDNA deamination fluorescence; inhibition, % at 20 µM; hit rate 0.41% among 330,000;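 active = at least 40% inhibition at 20 µM here, with at most 30% in a related deaminase screen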;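 also: plate controls were A3A with DMSO for no effect and wells lacking A3A enzyme for full effect; some results filed as inactive read as strong as hits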
MPTP block = permeability transition pore inhibition. isolated mouse mitochondria, Ca2+ swelling absorbance, 30 min. inhibition, % at 10 µM. hit rate 1.4% among 360,000;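 active = inhibition of 50% or more, scaled per plate between neutral and stimulator controls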;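 also: 0% = DMSO wells given calcium and 100% = 1 mM EGTA wells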
Gli-Sufu block = Gli-Sufu pathway antagonism. Sufu-KO-LIGHT fibroblasts, Gli luciferase reporter luminescence. inhibition, % at 5 µM. hit rate 0.74% among 340,000;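 active = inhibition above about 55%, limit read from the data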;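 also: 0% = DMSO-treated cells and 100% = wells with medium but no cells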
APOBEC3G inh = inhibitors of human APOBEC3G DNA deaminase; recombinant A3G, ssDNA deamination FAM/TAMRA fluorescence; hit rate 0.28% among 330,000; AID 493012; Q9HC16; inhibition, % at 20 µM;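 active = inhibition of at least 40% at 20 µM, with no more than 30% in the related APOBEC3A deaminase screen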;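 also: plate controls were DMSO wells with A3G for no effect and wells lacking A3G enzyme for full effect; some compounds called inactive have numbers as strong as hits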
Target sequence (Q9HC16 whole entry, looked up): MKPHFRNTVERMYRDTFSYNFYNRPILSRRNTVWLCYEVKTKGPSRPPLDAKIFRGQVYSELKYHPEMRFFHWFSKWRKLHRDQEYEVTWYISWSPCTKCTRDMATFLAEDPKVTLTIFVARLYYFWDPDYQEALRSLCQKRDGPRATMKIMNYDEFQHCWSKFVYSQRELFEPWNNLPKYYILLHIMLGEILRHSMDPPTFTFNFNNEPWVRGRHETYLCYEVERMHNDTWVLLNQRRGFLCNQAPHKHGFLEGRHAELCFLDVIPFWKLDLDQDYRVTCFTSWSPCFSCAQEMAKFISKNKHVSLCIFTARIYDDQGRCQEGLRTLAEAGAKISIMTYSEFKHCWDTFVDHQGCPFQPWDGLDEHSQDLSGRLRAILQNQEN
CXCR6 inh = blocks human CXCR6 beta-arrestin recruitment. O00574. hit rate 0.36% among 360,000. inhibition, % at 20 µM. CHO-K1 PathHunter CXCR6 beta-arrestin, luminescence. AID 602244; in the data active = inhibition above about 34%, passing the limit was not always enough;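 also: antagonist mode with CXCL16 agonist at 10 nM final; 0% = 10 nM CXCL16 with DMSO and 100% = unstimulated wells without agonist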
Target sequence (O00574 whole entry, looked up): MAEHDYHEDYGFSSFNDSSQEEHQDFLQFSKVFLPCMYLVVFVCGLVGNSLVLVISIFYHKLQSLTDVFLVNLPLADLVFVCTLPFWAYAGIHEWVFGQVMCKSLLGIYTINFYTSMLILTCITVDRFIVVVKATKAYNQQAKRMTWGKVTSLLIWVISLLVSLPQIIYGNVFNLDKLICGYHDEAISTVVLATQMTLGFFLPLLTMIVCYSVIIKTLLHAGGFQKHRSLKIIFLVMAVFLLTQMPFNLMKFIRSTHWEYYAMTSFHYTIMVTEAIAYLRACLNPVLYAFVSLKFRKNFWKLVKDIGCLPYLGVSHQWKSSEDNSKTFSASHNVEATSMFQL
CCR6 antagonist = blocks CCL20-driven beta-arrestin recruitment at human CCR6; P51684; CHO-K1 CCR6 PathHunter beta-arrestin, luminescence, CCL20-stimulated; inhibition, % at 20 µM; hit rate 0.49% among 340,000; AID 493098;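 active = compounds whose inhibition of the agonist-driven luminescence signal at 20 µM reaches about 50%, limit read from the data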;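 also: cells stimulated with CCL20 at 14 nM final; plate controls were DMSO with CCL20 for no effect and DMSO without agonist for full effect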
EBI2 block = antagonists of human EBI2 receptor; P32249; EBI2 beta-arrestin recruitment, luminescence, 7a,25-OHC stimulated; inhibition, % at 5 µM; hit rate 0.81% among 360,000; in the data active = inhibition above about 38%;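 also: enzyme fragment complementation signal reports receptor beta-arrestin coupling in cells; 0% = agonist plus DMSO wells and 100% = wells without agonist; some results beyond the cut were filed as inactive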
Target sequence (P32249 whole entry, looked up, the tested form may be a part): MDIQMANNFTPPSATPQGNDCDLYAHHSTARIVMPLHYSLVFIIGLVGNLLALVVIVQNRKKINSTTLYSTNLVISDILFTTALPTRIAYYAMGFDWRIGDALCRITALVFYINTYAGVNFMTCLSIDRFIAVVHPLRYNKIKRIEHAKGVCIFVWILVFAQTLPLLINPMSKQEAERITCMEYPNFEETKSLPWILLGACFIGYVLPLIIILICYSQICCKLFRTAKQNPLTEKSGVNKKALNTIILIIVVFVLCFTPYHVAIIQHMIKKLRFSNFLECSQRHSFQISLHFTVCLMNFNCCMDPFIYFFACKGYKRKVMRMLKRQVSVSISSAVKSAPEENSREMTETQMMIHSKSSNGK
GRIN3A LBD mod = NR3A (human) ligand-binding domain modulation. hit rate 2.5% among 340,000. NR3A LBD differential scanning fluorimetry, Tm shift; 0% = protein alone, 100% = glycine-bound protein. AID 1259313. Tm shift relative to glycine control, % at 25 µM;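 active = melting temperature shift of at least 10% of the positive control shift, at one fixed dose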
* hit, by the source's call; . = not tested or not shown.

SMILES	APOBEC3A inh	MPTP block	Gli-Sufu block	APOBEC3G inh	CXCR6 inh	CCR6 antagonist	EBI2 block	GRIN3A LBD mod
C=CC(n1cncn1)C(O)(c1ccccc1)c1ccccc1 (centres undefined)	-3	3.2	-1	-12	-7	1	-9	-1
COc1ccc(Nc2nc(N)nc(CSC(=S)N3CCCCC3C)n2)cc1 (centres undefined)	-2	3.2	35	-5	5	-8	18	-16
O=C(NCc1cccs1)Nc1ccc(Cl)cc1	-4	3.1	-28	1	-10	15	2	-19
O=C(Cn1cc(C(=O)C2CCCCC2)c2ccccc21)NCC1CCCO1 (centres undefined)	0	-2.5	14	-6	3	-2	-5	-3
CCc1ccc(CNC(=O)CCC(=O)N2Cc3cccc(OC)c3Oc3ncccc32)cc1	-4	1.1	8	-8	1	-2	-1	-2
CCOc1ccc(CCNC(=O)COC(=O)c2ccc(S(C)(=O)=O)cc2)cc1OCC	3	-0.3	-13	7	1	-9	2	0
CC1(C)Cc2nc3sc4c(NCCO)ncnc4c3cc2CS1	-3	-2.3	-3	-5	-14	1	6	0
COC(=O)c1sc2nc(SCc3ccccc3C)n(N)c(=O)c2c1C	-1	5.6	-6	0	-2	7	10	-1
Cc1cc(Nc2ccc(C)c(C)c2)n2nc(C)nc2n1	-3	-1.3	-3	-4	-6	8	-5	0
CC(C)Cn1c(N)c(C(=O)COC(=O)c2ccc(F)cc2)c(=O)n(C)c1=O	-3	2.9	14	-7	-2	18	1	3
O=C(Nc1ncccc1Cl)c1ccc2c(c1)OCCO2	-7	1.0	-43	-5	-1	6	16	-1
CC(=O)C[C@@H](O)CC(=O)[C@@H]1OC(=O)CCCCCc2ccccc21	-3	1.8	-1	-7	2	6	0	2
O=c1cc(N2CCN(Cc3ccccc3)CC2)[nH]c(=O)n1-c1ccc(Br)cc1	-3	-0.9	0	7	-4	0	-3	1
CCn1ncc(CNC(=O)CCCSc2nc(-c3ccco3)cc(C(F)(F)F)n2)c1C	-5	4.7	-4	-9	12	-11	7	1
Cc1ccc(-c2nnc(SCC(=O)N/N=C/c3ccccc3C(=O)O)n2C2CCCCC2)cc1	-4	-0.8	6	-8	-4	5	-2	-1
O=C(Oc1coc(CSc2nnc(NC(=O)c3cccs3)s2)cc1=O)c1ccccc1	13	-1.9	-3	1	-8	7	-2	-3
CCOC(=O)c1sc(NC(=S)NC(=O)c2ccccc2)c(C(=O)OCC)c1C	-1	1.7	18	-7	12	38	-22	-2
O=C(NCC(O)c1ccc([N+](=O)[O-])cc1)C1=COCCO1 (centres undefined)	-2	0.4	-3	-3	-1	-2	-2	0
Cc1cc(C)c(NC(=S)N2CCN(c3ccc([N+](=O)[O-])cn3)CC2)cc1C	0	1.2	4	-6	6	9	2	1
CC(=O)C1=C(O)CC(C)(C)CC1=NCCc1nc2ccccc2[nH]1	-7	-0.6	-11	1	5	6	-19	0
O=C(O)c1ccc(N2C(=O)CCCC2=O)cc1	-1	-0.1	0	-3	3	-4	-15	-15
COc1cccc(N(C(=O)Cn2nnc(-c3ccc(F)cc3)n2)C(C(=O)NCC2CCCO2)c2ccc(Cl)cc2)c1 (centres undefined)	-1	-0.1	29	-6	2	4	4	2
CS(=O)(=O)N(CC(=O)NC1CC2CCC1C2)c1cccc(C(F)(F)F)c1 (centres undefined)	-3	1.6	1	-5	3	8	8	1
O=C(Cn1c(-c2ccccc2)noc1=O)Nc1ccc(N2CCCCCC2)cc1	-3	-1.1	-6	-7	-9	17	3	0

Fetched by compound from above:
SMILES	APOBEC3A inh	MPTP block	Gli-Sufu block	APOBEC3G inh	CXCR6 inh	CCR6 antagonist	EBI2 block	GRIN3A LBD mod
O=C(Oc1coc(CSc2nnc(NC(=O)c3cccs3)s2)cc1=O)c1ccccc1	13	-1.9	-3	1	-8	7	-2	-3
CS(=O)(=O)N(CC(=O)NC1CC2CCC1C2)c1cccc(C(F)(F)F)c1 (centres undefined)	-3	1.6	1	-5	3	8	8	1
CCOC(=O)c1sc(NC(=S)NC(=O)c2ccccc2)c(C(=O)OCC)c1C	-1	1.7	18	-7	12	38	-22	-2

Later entries.
SMILES	APOBEC3A inh	MPTP block	Gli-Sufu block	APOBEC3G inh	CXCR6 inh	CCR6 antagonist	EBI2 block	GRIN3A LBD mod
COc1ccc(Cl)cc1C(=O)NCCCN1CCOCC1	-6	-1.5	20	-4	4	5	-14	3
O=C(Cc1ccc([N+](=O)[O-])cc1)NCc1ccccc1Cl	-5	0.0	-5	-7	-1	12	-10	0
CC(C)N1CCc2c(sc(NC(=O)Cc3ccccc3)c2C(N)=O)C1	2	0.1	3	20	0	2	2	-1
Cc1ccc(-c2csc(NC3OC(=O)c4ccccc43)n2)cc1 (centres undefined)	-4	0.3	-22	-6	2	25	4	0
NC(=O)CN1C(=O)C(=O)N(Cc2cccc(Cl)c2)C1=O	-3	0.0	3	-3	0	9	1	-1
CN(CC(=O)Nc1ccccc1Br)C(=O)CNC(=O)c1cccs1	-4	-1.0	-1	-8	0	8	-12	-1
Cc1cccc(-n2cnc(C(=O)NNC(=S)Nc3ccccc3)c2)n1	-5	-2.6	-11	-10	-13	8	-5	-4
O=C(CCNc1n[nH]c(=O)[nH]c1=O)N/N=C/c1ccc(Cl)cc1	-5	-1.8	-16	-7	3	19	-3	-2
COc1cccc(C(=O)NC2CCCc3ccccc32)c1OC (centres undefined)	-3	-0.3	6	-9	2	25	-1	-3
C=C(C)CN(CC)C(=O)CCc1nnc(CCc2c[nH]c3ccccc23)o1	0	0.1	-2	-1	-4	15	-2	1
Cc1cccc(C(=O)Nc2nnc(SCC(=O)Nc3ccc4c(c3)oc3ccccc34)s2)c1	81*	0.4	-17	14	2	3	-9	76*
COc1cc(C(=O)O)nc2ccccc12	-2	2.3	11	-3	-1	4	-1	-1
CC1(C)CC(NS(=O)(=O)c2ccc(S(N)(=O)=O)cc2)CC(C)(C)N1	1	0.4	.	-5	-1	.	10	.
S=c1[nH]cnc2scc(-c3ccccc3)c12	-6	-0.6	-4	-9	-3	12	-18	0
NS(=O)(=O)c1ccc(CCNS(=O)(=O)c2ccc(Cl)nc2)cc1	0	0.4	3	-3	-6	10	-5	0
COc1cccc(-n2c(SCC(=O)Nc3nccs3)nnc2-c2ccoc2C)c1	0	-1.7	-4	-1	0	13	-2	0
CCn1c(SCC(=O)NC2CCCCC2)nnc1-c1cccnc1	-2	-1.8	-9	-5	-1	-1	8	4
C=CCNC(=S)N1CCN(c2ncc3c(=O)c(C(=O)O)cn(CC)c3n2)CC1	-7	-0.8	-6	-7	-2	-6	-4	-1
Cc1c(Cl)ccc2c1NC(=O)C21NC(CCC(N)=O)[C@H]2C(=O)N(c3ccc(Cl)cc3)C(=O)[C@H]21 (some centres undefined)	4	-0.2	4	5	1	14	9	-1
CCn1c(CSc2nnc(-c3ccncc3)n2C)nc2cc(C(=O)O)ccc21	3	0.8	4	-3	-6	5	3	-3
Cc1cc(C(=O)NNC(=O)Cc2ccc(Cl)c(Cl)c2)c(C)o1	-4	-1.4	0	-11	-7	12	-1	1
O=C(COc1ccc(S(=O)(=O)NCc2ccccc2)cc1Cl)NCc1ccncc1	0	-0.4	-16	-8	6	0	-10	0
CC(=O)NC(Cc1c[nH]c2ccccc12)C(=O)OCC(=O)Nc1ccc2c(c1)OCO2 (centres undefined)	11	0.5	-18	3	6	10	6	0
Nc1ccc(CN2CCOCC2)cc1	1	-1.1	3	-3	10	11	-4	0
CN(CCC1CCOCC1)C(=O)CC1C(=O)NCCN1Cc1ccccc1F (centres undefined)	-2	-1.5	-4	-6	6	11	14	3
C=CCn1cnc2c(c1=O)c1nc3ccccc3nc1n2/N=C/c1ccccn1	.	0.5	7	.	-1	0	11	-2
COc1cccc(CC2(CO)CCCN(S(=O)(=O)N(C)C)C2)c1 (centres undefined)	0	0.0	-2	-4	-10	-6	-7	-2
N#CCc1c(C#N)c(N)nc(N2CCN(C=O)CC2)c1C#N	4	1.0	-1	7	-5	-2	-2	-1
CCOC(=O)c1cc(NC(=O)N(CC)CC)c(C)nc1C	0	-2.5	-2	-1	3	-12	-8	0
COc1ccccc1CNCc1ccc(OC)c2ccccc12	4	24	12	4	5	5	-1	-2
COc1ccc(C(=O)N/N=C(\C)CC(=O)Nc2ccc(N(C)C)cc2)c(OC)c1	-6	-0.2	-12	-4	6	2	-5	-2
CCOC(=O)c1ccc(N/C=C2\CCCCC2=O)cc1	3	-4.8	-2	1	2	9	-2	-1
CC(C)Sc1nc(N)nc(-c2cccs2)c1C#N	0	0.9	-49	-3	-3	0	-2	0
CCCCCCC(=O)Nc1ccc(C(=O)N2CCCC2)cc1	1	0.6	-7	-6	-5	8	1	1
CCn1ncc(NC(=S)NCCc2ccccc2)c1C(N)=O	-4	-0.4	-8	-18	1	6	5	-1
COc1cccc2c(C)c(C(=O)O)[nH]c12	10	-6.9	22	6	-7	-24	0	-2
O=C1CC(Cc2ccccc2)C(=O)N1c1ncccn1 (centres undefined)	-1	-0.6	8	-6	8	0	-5	0
CN1C(=O)[C@H]2[C@@H](C3CC3)N3C(=O)CN(Cc4ccc(-c5ccccc5)cc4)C(=O)[C@@]3(C)[C@H]2C1=O	-3	-0.4	-19	-9	-16	-4	3	-2
Cc1cccc(NC(=O)c2cc(-c3ccco3)nc3ccccc23)n1	8	-6.0	27	25	-2	11	-9	1
CC(=O)Oc1cccc(N2C(=O)c3ccccc3C2=O)c1	-3	1.5	5	3	-7	3	2	0
CCOC(=O)/C(C)=N/NC(=O)c1cccc([N+](=O)[O-])c1	-1	0.4	31	-7	-13	-15	-16	0
CC(C)C(=O)NC(c1ccc([N+](=O)[O-])cc1)c1c(O)ccc2ccccc12 (centres undefined)	5	87*	-1	0	4	23	0	-1
CC(C)OC(=O)c1ccccc1C(=O)c1ccc(N)c([N+](=O)[O-])c1	-1	0.6	5	-6	11	6	8	0
COc1ccc(Oc2cn[nH]c2-c2ccc(O)cc2O)cc1	-1	0.5	-5	-3	-5	7	4	15*
CC1=CC2=NC(=O)CC(C)(C(=O)N(CC(=O)NC3CCCC3)Cc3ccccc3)N2C=C1 (centres undefined)	0	0.1	5	-2	-20	-4	-2	-1
Cc1ccc(C2=Nc3c(ccc4ccccc34)C(c3ccncc3)=NN2)cc1	.	1.4	2	.	1	4	2	-5
O=C(CSc1nnc(CNC(=O)c2c(F)cccc2Cl)o1)NC1CCCC1	-7	0.5	-1	-11	-4	12	-6	-5
COc1ccccc1CNC(=O)C1CC(c2ccccc2C(F)(F)F)=NO1 (centres undefined)	0	0.2	30	22	-2	5	0	1
CCN(CC(=O)Nc1cc(Cl)ccc1C)C(=O)CSCc1c(C)noc1C	6	0.2	52	3	-8	-1	-6	1
CC(=O)Nc1cccc(NC(=O)c2ccc(C)c([N+](=O)[O-])c2)c1	-3	0.5	-5	-1	-5	16	8	-2
COc1ccccc1C(CNC(=O)c1cccc(S(=O)(=O)Nc2ccc(C)cc2)c1)N(C)C (centres undefined)	2	0.0	21	-2	2	12	0	1
COc1ccccc1CNC(=O)CSc1nnc2c(Cl)cc(C(F)(F)F)cn12	6	3.4	2	6	-10	-12	-7	0
Cc1cc(C)n(-c2ccc(C(=O)OCn3nnc4ccccc4c3=O)cc2)n1	2	-1.3	4	2	4	17	3	1
CCCCn1c(SCC(=O)Nc2cc(C)on2)nc2cc(S(N)(=O)=O)ccc21	3	-0.2	-17	4	-4	8	-14	1
Cc1cccc(S(=O)(=O)Nc2ccc(S(=O)(=O)Nc3nccs3)cc2)c1	-5	-2.0	1	-10	0	0	-9	-1
Cn1c(=O)c(=O)n(C)c2cc(S(=O)(=O)N3CCCC3C(=O)NCc3cccnc3)ccc21 (centres undefined)	0	-0.7	0	-6	0	-3	5	-1
O=S(=O)(c1ccc(F)cc1)N1CN(Cc2ccco2)c2nc3ccccc3nc21	2	1.1	0	0	-4	17	-6	1
Cc1ccc(/C=N/Nc2nncc(-c3ccccc3)n2)o1	0	-0.9	-28	-3	-8	-2	7	1
